Source: PubChem BioAssay
STK33 inh: blocks human STK33 kinase activity; inhibition, % at 10 µM; purified STK33, MBP phosphorylation, ADP-Glo luminescence; Q9BYT3; 320,000 tested, 0.073% active;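 active means inhibition at or above 25%, using the most active replicate where run in duplicate; inactive means inhibition below 25%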
KCNQ2 inh: KCNQ2 potassium channel inhibitors, primary screen, cell-based, CHO-K1, FluxOR thallium flux, B-score (AID 2156); 310,000 tested, 1.1% active; B-score at 10 µM; 20 min; hits give low values;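 active means fluorescence ratio B-score at most minus 3 library SDs, with starting brightness B-score within 2 library SDs, cut at about -5.5 in these data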
Target sequence (O88943 whole entry, looked up): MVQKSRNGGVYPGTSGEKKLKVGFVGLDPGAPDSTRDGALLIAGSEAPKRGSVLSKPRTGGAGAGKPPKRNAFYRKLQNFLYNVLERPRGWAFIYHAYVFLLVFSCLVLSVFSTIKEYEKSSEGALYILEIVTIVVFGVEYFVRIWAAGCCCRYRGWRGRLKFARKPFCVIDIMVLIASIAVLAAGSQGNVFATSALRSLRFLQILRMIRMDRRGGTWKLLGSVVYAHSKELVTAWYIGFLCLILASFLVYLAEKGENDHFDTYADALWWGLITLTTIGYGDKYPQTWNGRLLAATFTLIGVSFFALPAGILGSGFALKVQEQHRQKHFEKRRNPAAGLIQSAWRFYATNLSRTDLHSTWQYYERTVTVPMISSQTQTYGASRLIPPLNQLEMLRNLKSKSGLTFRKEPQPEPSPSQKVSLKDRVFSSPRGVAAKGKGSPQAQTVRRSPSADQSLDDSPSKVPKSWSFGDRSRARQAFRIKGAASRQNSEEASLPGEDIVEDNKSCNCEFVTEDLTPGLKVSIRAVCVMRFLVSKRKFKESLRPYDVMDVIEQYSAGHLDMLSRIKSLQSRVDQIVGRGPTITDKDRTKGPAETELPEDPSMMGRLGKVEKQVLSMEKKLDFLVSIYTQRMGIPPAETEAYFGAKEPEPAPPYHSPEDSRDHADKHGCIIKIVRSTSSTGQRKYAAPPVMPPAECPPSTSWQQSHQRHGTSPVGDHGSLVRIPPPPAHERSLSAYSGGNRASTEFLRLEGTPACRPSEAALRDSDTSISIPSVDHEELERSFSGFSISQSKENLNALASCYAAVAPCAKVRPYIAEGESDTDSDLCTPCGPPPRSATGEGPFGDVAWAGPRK
Kir21 inh: inhibitors of mouse Kir2.1 inward-rectifier potassium channel | P35561 | B-score at 10 µM | HEK293-Kir2.1, FluxOR thallium flux fluorescence; hits give low values | AID 1672 | 310,000 tested, 0.85% active;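 active means fluorescence ratio B-score at or below minus 3 SD of library scores, with starting-brightness B-score within 2 SD, cut at about -4.2 in these data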;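 further: channel flux triggered by added potassium and thallium sulfate stimulus; B-score of peak minus minimum fluorescence over baseline after thallium stimulus; more negative B-score means stronger Kir2.1 block with less thallium influx; some compounds called inactive have numbers as strong as hits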
Numbers without * were called inactive; i = inactive; . = not tested or not shown.

SMILES	STK33 inh	KCNQ2 inh	Kir21 inh
CCOC(=O)Cn1c(=O)n(Cc2ccc(C)cc2)c(=O)c2cccnc21	-2.9	i	-1.2
CC(C)CNC(=O)CSc1ccc(Cl)cc1	-1.8	i	0.14
Cc1onc(-c2ccccc2)c1C(=O)N/N=C/c1cn(C)c2ccccc12	-2.7	-6.4*	0.24
Cc1ccc2nc(-c3ccc(NC(=O)COC(=O)c4ccco4)cc3)sc2c1	-0.8	i	1.6
Cc1ccc2c(c1)nnn2C1CCN(CC(=O)Nc2ccccc2N2CCOCC2)CC1	1.4	i	-0.19
CSCCC1NC(=O)N(CC(=O)Nc2ccc(-c3ccccc3)cc2)C1=O (configuration not stated)	10	i	0.61
COCCNC(=O)Cn1cc(C(=S)N2CCOCC2)c2ccccc21	0.8	i	0.07
COc1ccc(/C=C/C(=O)OC2CCCN(C)C2)cc1 (configuration not stated)	.	i	1
Cc1ccccc1C(=O)c1cccn1CC(=O)O	0.2	i	0.31
COc1cc(/C=N/N2CCN(c3ccccc3)CC2)cc(OC)c1OC(C)=O	-1.0	i	2.9
O=C(NCc1ccco1)C1(c2ccccc2)CCCC1	1.2	i	-3.1
O=C(COc1ccc2ccc(=O)oc2c1)Nc1c(Cl)cccc1C(F)(F)F	-2.0	i	0.12
FC(F)(F)c1cnc(COc2cc(Cl)cc(Cl)c2)c(Cl)c1	0.1	i	-0.05
Cc1cccn2c(=O)c(C=NCCO)c(NCc3ccco3)nc12	-0.9	i	-0.65
c1cncc(-c2noc(C34CC5CC(CC(C5)C3)C4)n2)c1	-2.2	i	-0.01
Cc1ccc(S(=O)(=O)N2CCC(=O)N(CCOCc3cccc(C(F)(F)F)c3)CC2)cc1	-0.8	i	0.25
CCOC(=O)c1[nH]c2ccc(OC)cc2c1NC(=O)CN1CCN(c2ccccn2)CC1	-1.5	i	0.69
Cn1nc([N+](=O)[O-])nc1Oc1ccc(C(C)(C)C)cc1	-1.8	i	1.3
CC(C)(C)c1ccc(-c2nc(NCc3cccnc3)c3ccccc3n2)cc1	-2.0	i	1.5
OCCC1CN(Cc2ccncc2)CCN1C1CCCC1 (configuration not stated)	-1.4	i	1.9
COC(=O)c1sc(NC(=O)COc2c(C)cccc2C)nc1C	-1.2	i	-2.8
CC(=O)c1cnc2cc(-c3cccc(Br)c3)nn2c1C	0.4	i	0.17
CC1(OC(=O)c2ccco2)C(=O)C=C2C=C(c3ccc(C#N)cc3)OC=C2C1=O (configuration not stated)	-0.7	i	0.44
Cc1cc(Cl)ccc1N(CC(=O)NCc1ccc2c(c1)OCO2)S(C)(=O)=O	0.1	i	-1.5
CSC(=NCc1ccco1)NC#N	1.5	i	1
SMILES	STK33 inh	KCNQ2 inh	Kir21 inh
CCOc1cc(-c2nc(C)c(C(C)=O)n2O)ccc1OCC(=O)Nc1cccc(C)c1	0.0	i	-1.4
Brc1ccc(-c2csc(NC3=NCCCCC3)n2)cc1	-1.2	i	0.16
CCCCC(=O)Nc1ccc(NC(=O)c2cccs2)cn1	-1.0	i	-0.21
COC(=O)c1c(NC(=O)c2ccc(S(=O)(=O)N3CCOCC3)cc2)sc2c1CCN(C(C)C)C2	0.8	i	2.4
Cc1ccc(C(=O)C(C)N(C(=O)c2ccc(Cl)cc2Cl)N2C(=O)CCCC2=O)cc1 (configuration not stated)	0.4	i	-0.2
C=CCOc1c(Br)cc(/C=C2\SC(=Nc3ccccc3)NC2=O)cc1OC	-0.2	i	1.7
COc1ccc(N/C(=C(/C(Cl)=C(Cl)Cl)[N+](=O)[O-])n2nnc3ccccc32)cc1OC	0.3	i	-2.8
Cc1c(C(=O)N/N=C/c2ccccc2)sc(=S)n1C	-1.7	i	-1
COc1cnc(SCc2c(Cl)cccc2Cl)nc1Cl	-0.8	i	0.09
Nc1[nH]ncc1-c1ccc(F)cc1	1.8	i	-0.29
N=c1c(C(=O)NCCN2CCOCC2)cc2c(=O)n3ccccc3nc2n1CCCN1CCOCC1	0.9	i	-0.76
COc1cccc(NC(=O)COc2ccc(N3CC(C(=O)NCC(C)C)CC3=O)cc2)c1 (configuration not stated)	0.2	i	-1.1
CCC1(CC)C(=O)N(C)C(=O)NC1=NCc1ccccc1	0.0	i	-0.19
CCOC(=O)C(C(=O)Nc1ccc(C)cc1)C1CCCCC1 (configuration not stated)	0.2	i	-0.48
CCc1nnc(NC2=NCCC2)s1	-0.2	i	-1.9
CC(=O)C1=C(c2ccccc2)NC(=O)NC1c1ccc(O)c(Cl)c1 (configuration not stated)	-1.2	i	0.72
Cc1cccc(NC(=O)CN2CCCN(S(=O)(=O)c3ccc(Br)s3)CC2)c1	-0.7	i	0.73
COc1ccc(CN2CCN(C(=O)c3ccc4nc(N5CCOCC5)sc4c3)CC2)c(OC)c1OC	0.4	i	1.5
O=C1NN(c2ccccc2)C(=O)/C1=C/c1coc2ccccc2c1=O	0.7	i	-0.93
Cc1csc2nc(SCC(=O)Nc3ccccc3F)[nH]c(=O)c12	1.9	i	0.33
O=C(c1ccc(Cl)c(S(=O)(=O)N2CCCCCC2)c1)N1CCN(CCO)CC1	-1.3	i	0.08
O=c1[nH]c2ccccc2nc1Cc1ccc(Cl)cc1	-0.6	i	0.29
Cc1cc(N)n2ncc(-c3ccc(F)cc3)c2n1	12	i	0.14
CCOc1ccc2nc(SCC(=O)c3ccc(C)s3)sc2c1	-5.6	i	1.6
CCOc1ccc(/C=N/NC(=O)c2ccc(Cn3cc(Br)cn3)o2)cc1	-0.7	i	-0.05

Full records, looked up by structure:
Entry for `COc1cccc(NC(=O)COc2ccc(N3CC(C(=O)NCC(C)C)CC3=O)cc2)c1` (configuration not stated) → STK33 inh = 0.2; KCNQ2 inh = i; Kir21 inh = -1.1
Entry for `CCOc1ccc(/C=N/NC(=O)c2ccc(Cn3cc(Br)cn3)o2)cc1` → STK33 inh = -0.7; KCNQ2 inh = i; Kir21 inh = -0.05
Entry for `CCC1(CC)C(=O)N(C)C(=O)NC1=NCc1ccccc1` → STK33 inh = 0.0; KCNQ2 inh = i; Kir21 inh = -0.19

Continued:
SMILES	STK33 inh	KCNQ2 inh	Kir21 inh
COc1ccc(-c2cc(C(=O)N3CCN(c4ccccn4)CC3)c3ccccc3n2)cc1	-2.5	i	-1.1
O=C(c1cccc2c1-c1ccccc1C2)N1CCCCC1	-0.7	i	1.3
N=c1c(C(=O)NC2CCCCC2)cc2c(=O)n3ccccc3nc2n1Cc1ccc(F)cc1	-1.0	i	-0.27
Cc1ccccc1CC(=O)Nc1sc(C(C)C)cc1C(=O)N1CCOCC1	-2.3	i	0.92
CCOC(=O)CNC(=O)CSc1nnc(-c2ccncc2)n1-c1ccc(Cl)cc1	0.7	i	0.54
CCOc1ccc(OCCC(=O)N(CCCOC)c2c(N)n(Cc3ccccc3)c(=O)[nH]c2=O)cc1	-0.2	i	0.48
CCN(CC)S(=O)(=O)c1ccc(Oc2ccccc2)c(N)c1	-0.1	i	0.24
O=C(NCC1CCCO1)c1ccc(C(=O)NCC2CCCO2)cc1 (configuration not stated)	-0.1	i	-0.53
O=C1C2C(C(=O)N1/N=C/c1ccco1)C1C=CC2C12CC2 (configuration not stated)	-0.5	i	-0.73
Cc1nc2sccn2c(=O)c1S(=O)(=O)NCCc1ccccc1	-0.3	i	0.1
O=C1OCCC1Sc1nnc(-c2ccc(F)cc2)n1Cc1ccccc1 (configuration not stated)	0.2	i	0.22
O=C(NCC1CCCO1)/C(=C/c1ccccc1F)NC(=O)c1ccccc1 (configuration not stated)	0.9	i	0.5
Cc1ccc(OCC(=O)NCCCNC(=O)c2ccco2)cc1	-1.6	i	1.3
CCOc1ccc(-n2ccnc2SCC(=O)Nc2nnc(CC)s2)cc1	-1.5	i	0.29
COc1ccc(C(=O)CSc2nccn2C)c(OC)c1	-1.1	i	-1.3
Cn1c(=N)n(CC(=O)c2ccc(Br)s2)c2ccccc21	0.3	i	2.4
COc1ccc(NC2=C(C(C)=O)C(c3ccccc3)C(C(C)=O)C(C)(O)C2)cc1 (configuration not stated)	-3.2	i	0.46
COc1cc2c(cc1OC)C1=CC(=O)C(=O)N1C(C)(C)C2	0.2	i	-0.77
Cc1cccc(C(=O)NC2CCN(CC(=O)NCc3ccccc3F)CC2)c1	-1.7	i	0.51
O=C(CN(C(=O)CNC(=O)c1ccco1)c1ccc2c(c1)OCCO2)NC1CCCC1	.	i	1.3
Cc1ccn2cc(-c3cccc(NC(=O)c4ccccc4)c3)nc2c1	0.4	i	-2.2
O=C1OC(c2ccccc2)C2(CCCC2)C(=O)C12CCCC2 (configuration not stated)	-0.2	i	-1.9
O=C(COc1ccc(Br)cc1)N1CCOCC1	0.0	i	0.67
O=C(NCCc1ccc(Cl)cc1)C1CCN(S(=O)(=O)N2CCCCC2)CC1	-1.1	i	-2.1
C/C(=N/NC(=O)C(C)n1nc(C)c([N+](=O)[O-])c1C)c1ccc(OCC(N)=O)cc1 (configuration not stated)	0.0	i	-0.31

In a second layout: entries from further up
| STK33 inh | KCNQ2 inh | Kir21 inh | structure |
| --- | --- | --- | --- |
| 0.1 | i | -0.05 | FC(F)(F)c1cnc(COc2cc(Cl)cc(Cl)c2)c(Cl)c1 |
| -2.7 | -6.4* | 0.24 | Cc1onc(-c2ccccc2)c1C(=O)N/N=C/c1cn(C)c2ccccc12 |
| . | i | 1 | COc1ccc(/C=C/C(=O)OC2CCCN(C)C2)cc1 (configuration not stated) |
| -2.5 | i | -1.1 | COc1ccc(-c2cc(C(=O)N3CCN(c4ccccn4)CC3)c3ccccc3n2)cc1 |
| 0.2 | i | -0.77 | COc1cc2c(cc1OC)C1=CC(=O)C(=O)N1C(C)(C)C2 |

Carrying on.
SMILES	STK33 inh	KCNQ2 inh	Kir21 inh
CCc1ccc(CNc2ccc(O)cc2)cc1	-0.7	i	0.73
Cc1ccc(C)c(N2CCN(S(=O)(=O)c3ccc4[nH]c(=O)ccc4c3)CC2)c1	0.3	i	0.51
CCC(=O)NCCCNc1nc2c(C)cccc2cc1C#N	-0.5	i	0.7
O=C(Nc1sc2c(c1C(=O)NCc1cccnc1)CCCC2)c1ccco1	1.3	i	0.96
Cc1nonc1CC(=O)N1CCc2c([nH]c3ccccc23)C1c1ccccc1F (configuration not stated)	1.3	i	-0.02
N#Cc1c(N2CCOCC2)nsc1-c1ccc(C(F)(F)F)cc1	0.0	i	0.02
CCOc1ccc(-n2c(=O)c3sccc3n(CC(=O)Nc3cccc(OC)c3)c2=O)cc1	-0.8	i	-0.03
C=CCNc1nc(Cl)nc(NCc2ccco2)n1	0.0	i	-0.02
C=CCn1c(SCC(=O)Nc2ccccc2C)nc(O)cc1=O	-0.8	i	0.26
CC(NC(=S)Nc1c(Cl)cccc1OC(F)F)C(C)(C)C (configuration not stated)	0.5	i	1.1
CCn1c(SCC(=O)N/N=C/c2ccncc2)nc2ccccc21	0.6	i	-1.5
CCOc1ccc(CNC(=O)C2CCN(S(=O)(=O)N3CCCC3)CC2)cc1OC	1.0	i	-1.1
Cc1ccc(C)c(NC(=S)Nc2ncccc2C)c1	-0.2	i	-0.79
CCOC(=O)c1c(C)[nH]c(C)c1C(=O)COC(=O)c1cc2ccccc2cc1O	0.4	i	1.4
Cc1ccc(SCCC(=O)Nc2cccc(N(C)S(C)(=O)=O)c2)cc1	0.6	i	-1.8
CC(NC(=O)CN(c1ccc(Br)cc1)S(C)(=O)=O)c1ccccc1 (configuration not stated)	-1.2	i	-1.1
Cc1ccc(C)n1-c1ccc(N2CCOCC2)nc1	-0.2	i	1.9
CCCSc1nc(N)cc(=O)[nH]1	-2.7	i	1.4
Cc1ccc(C(C(=O)NCc2ccco2)N(Cc2ccco2)C(=O)CNC(=O)c2ccco2)cc1 (configuration not stated)	0.1	i	0.39
COc1ccccc1C(CC(N)=O)c1ccco1 (configuration not stated)	-0.5	i	1.8
COc1ccc(/C=C/C(=O)NCc2ccc3c(c2)OCO3)cc1OC	-1.9	i	0.3
O=c1c2[nH]c3cccc(Cl)c3c2ncn1Cc1ccco1	-0.5	i	2.3
Nc1nonc1C(=O)NCCNCc1cc(Br)ccc1OCc1ccc(F)cc1	-0.4	i	0.29
CCNc1nc(Oc2ccc(C(=O)OC)cc2)nc(SC)n1	-1.2	i	0.72
c1ccc(N/N=C(\Cc2ncc[nH]2)c2ccccc2)cc1	0.4	i	1.7
SMILES	STK33 inh	KCNQ2 inh	Kir21 inh
O=c1[nH]c(C2CCCN(S(=O)(=O)c3cccc(F)c3)C2)nc2c1nnn2Cc1ccccc1 (configuration not stated)	-1.6	i	0.45
c1ccc(Cn2c(NCc3ccncc3)nc3ccccc32)cc1	-4.2	i	-1.9
CC(C)(C)NC(=O)C(=O)NCc1ccncc1	-2.7	i	-2.1
O=C(Nc1ccc(OCC(F)(F)C(F)F)c(C(F)(F)F)c1)c1ccccc1O	0.8	i	0.99
CN(C(=O)COC(=O)c1cc(S(=O)(=O)N2CCOCC2)ccc1Cl)C1CCS(=O)(=O)C1 (configuration not stated)	-1.2	i	-2.3
CCc1nnc(NC(=O)CSc2nnc(COc3ccc(C)cc3)n2-c2ccccc2)s1	-0.1	i	-0.14
CCOc1ccc(-c2cc(C(=O)N/N=C(\C)c3cccnc3)c3ccccc3n2)cc1	-1.7	i	0.02
COC(CN(C)C(=O)c1cn(C)c2ccc(S(=O)(=O)N(C)C3CCCCC3)cc2c1=O)OC	-2.4	i	0
CC(C)C(=O)NC(=S)N1CCc2ccccc21	-2.6	i	-0.07
CCC(C)Sc1nc2c(cnn2-c2ccc(F)cc2)c(=O)[nH]1 (configuration not stated)	3.9	i	0.3
O=C(N[C@@H](c1ccccc1)[C@H](O)c1ccccc1)[C@@H]1CCCN1C(=O)OCc1ccccc1	0.1	i	-1.4
O=[N+]([O-])c1ccc(S(=O)(=O)NCCCc2ccccc2)cc1	-0.9	i	0.29
Cc1nn(CC(=O)Nc2ccc(Cl)cn2)c(C)c1Br	-3.2	i	-0.76
